High-throughput results from PubChem.
Pf Dd2 growth = qHTS Primary assay for Inhibitors of Plasmodium falciparum Dd2 growth in vitro. P. falciparum Dd2 growth, SYBR Green, 72 h. Potency, µM (highest dose often 28.9 µM), for inactives: at the top dose activity, negative = inhibition, hits mostly inhibitors. 120,000 tested, 4.3% active; active = well fitted inhibition curve with a large enough effect; inconclusive = small, poorly fitted or top-dose-only effect; inactive = no such curve, though single readings can be large or run the other way;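 note: plate controls were DMSO vehicle for no effect and reference drug for full effect; nearly all actives have a fitted effect of over 65% in size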
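Readout: SYBR Green fluorescence, 485 nm excitation, 535 nm emission, after ~16 h lysis at 37C. Before that, Dd2-infected red cells (2.5% hematocrit) grew 72 h with compound, 29 uM top final concentration.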
Starred values were filed as active, the others as inactive; i = inactive; ? = inconclusive; [ ] = another dose, or the depositor's remark. Potency is the fitted concentration of half-maximal effect. Some of the compounds tested; the hit share may differ from the screen's.

Structure | Pf Dd2 growth
O=C1Nc2ccccc2CC12CCN([S+](=O)([O-])c1ccccc1)C2 (stereo not given) | 4%
Cc1ccc(S(=O)(=O)N2CC[C@H](c3nnc(-c4ccccc4)o3)C2)cc1 | ?
CCN(CC)C(=O)c1cc2c(s1)CCC(C(=O)NC)C2 (stereo not given) | 38%[activator]
CC(C)(C)c1csc(NC(=O)c2ccc3c(c2)OCCN(C2CCC2)C3)n1 | ?
COc1ccc(CN2CCC(N3CCCNC3=O)CC2)cc1 | 8%[44.1 µM]
Cc1ccc(NC(=O)C2CCCN2S(=O)(=O)c2ccc3nc(-c4ccccc4)[nH]c3c2)cc1C (stereo not given) | ?
CCCN1CCCCC12Cc1ccccc1CN([S+](C)(=O)[O-])C2 (stereo not given) | ?
COc1cc(SC)ccc1C(=O)N[C@H]1CCN2C(=O)[C@H](CC3CCCCC3)NC(=O)[C@@H]2C1 | i

More compounds.
Structure | Pf Dd2 growth
COc1cccc(C(=O)N2CCC3(CC2)N(C)C(=O)CS3(=O)=O)c1 | -1%
COc1cc(NS(=O)(=O)c2c(C(=O)N3CCCCC3)c(C)n(C)c2C)cc(OC)c1OC | -3%
c1ccc(N2CCCC(c3nccn3Cc3ccncc3)C2)nc1 (stereo not given) | -6%
CCCN1CCN(C(=O)Cn2c(C)ccc(NC(=O)Nc3ccccc3)c2=O)CC1 | i
Cc1ccc(CNC(=O)CCCN2C(=O)c3cccnc3Oc3ccc(Cl)cc32)cc1 | -1%
COC(=O)c1cc2sc(C)cc2n1Cc1ccccc1 | -7%
CC(C)NC(=O)N1Cc2[nH]cnc2C[C@H]1c1nc(-c2ccc(Cl)cc2)no1 | i
COc1ccc(S(=O)(=O)N2C[C@@H]3C[C@H](C2)c2c(NC(=O)c4cncnc4)ccc(=O)n2C3)cc1 | -9%

3 entries out of the list, sorted by length of the SMILES, lowest first.
Structure | Pf Dd2 growth
CCCN1CCN(C(=O)Cn2c(C)ccc(NC(=O)Nc3ccccc3)c2=O)CC1 | i
Cc1ccc(CNC(=O)CCCN2C(=O)c3cccnc3Oc3ccc(Cl)cc32)cc1 | -1%
COc1ccc(S(=O)(=O)N2C[C@@H]3C[C@H](C2)c2c(NC(=O)c4cncnc4)ccc(=O)n2C3)cc1 | -9%

Further structures:
Structure | Pf Dd2 growth
Cc1ccc(-n2c(=O)c3oc4ccccc4c3n(CC(=O)Nc3ccc(F)c(Cl)c3)c2=O)cc1C | i
COc1cccc(NC(=O)c2ccnc(-c3nnc4ccc(N(C)C)nn34)c2)c1 | ?
Cc1nonc1CC(=O)N1C[C@H](O)[C@@H](N2CCC(O)CC2)C1 | -6%
CC(C)C(=O)Nc1ccc2nc(SCCOc3ccccc3)sc2c1 | 1%
O=C(Cn1c(=O)c(CNc2ccccc2)cc2cc3c(cc21)OCCO3)Nc1ccccc1Cl | ?
Cc1cc(C)cc(NC(=O)Cn2cc(C(=O)C3CCCCC3)c3ccccc32)c1 | -12%
CCOC(=O)N1CCC(NC(=O)c2ccc3c(c2)N(Cc2ccccc2)C(=O)c2ccccc2S3=O)CC1 (stereo not given) | ?
c1ccc(CN2CCC[C@H]2c2nc(-c3ccnc(N4CCOCC4)c3)no2)cc1 | 13µM*

Additional structures follow:
Structure | Pf Dd2 growth
CCOC(=O)c1ccc(CN(Cc2ccc(C)cc2)S(=O)(=O)c2ccc(F)c(C(=O)Nc3ccc(C)c(F)c3)c2)cc1 | i
O=C([C@@H]1C[C@H](Oc2ccccc2)CN1C(=O)COc1ccc(F)cc1)N1CCCC1 | i
COc1ccc2c(c1)-c1nc(NC(=O)c3cc(Cl)ccc3OC)sc1CC2 | -2%
Cc1cccc(-c2nc(Cn3c(SCc4cc(C)ccc4C)nc4ccncc43)c(C)o2)c1 | ?
O=C(Cc1c[nH]c2ccccc12)N1CC2CC(C1)[C@H]1CCCC(=O)N1C2 (stereo not given in full) | -10%
CCCCCNC(=O)CCCCCn1c(=O)[nH]c2ccsc2c1=O | -12%
CCN1CCN(Cc2cn(-c3ccccc3F)nc2-c2cc(C)sc2C)CC1 | 11µM*
COc1ccccc1CN1CC[C@@H]2OCC(=O)N(Cc3c[nH]c4ccccc34)[C@H]2CC1 | 4.5µM*

Additional entries follow:
Structure | Pf Dd2 growth
CCC(=O)Nc1ccc(Cl)c(-c2nc3ccccc3[nH]2)c1 | 22%
COc1ccccc1C1c2c(-c3ccc(Cl)cc3)n[nH]c2C(=O)N1c1ccc(C)cc1 (stereo not given) | ?
Cn1nccc1C(=O)N1C[C@@H](Oc2cccnc2)C[C@H]1C(=O)N1CCCC1 | i
COc1cccc(CN2CCCC23Cc2ccccc2CNC3=O)c1 (stereo not given) | ?
CCOc1cccc(C2c3[nH]c4ccccc4c3CCN2C(=O)Cc2cccc(OCC)c2OCC)c1 (stereo not given) | ?
CCCCOc1ccc(C(=O)N/C(=C\c2ccc(Br)cc2)C(=O)NC2CCCCC2)cc1 | 19%
N#Cc1ccc(C(=O)N2CCC3(CC2)CN(Cc2ccccc2)CC3CO)cc1 (stereo not given) | 11%
Cc1ccc2nc3c(cc(C#N)c(=O)n3-c3nnc(SCc4ccc(F)cc4)s3)c(=O)n2c1 | -12%

(further entries)
Structure | Pf Dd2 growth
COc1ccc(-c2nc3ccc(NS(=O)(=O)c4ccccc4)cc3o2)cc1 | ?
COc1ccc(CNC(=O)CSCc2nc(-c3ccccc3F)oc2C)cc1 | 17%
COC(=O)c1ccccc1NC(=O)Nc1cccc(OCc2cc(=O)n3cccc(C)c3n2)c1 | i
COc1cccc(C2C(C(=O)OC(C)C)=C(C)N=C3SC=C(CC(=O)N4CCCC4)N32)c1OC (stereo not given) | i
CCOC(=O)c1c(C)c(C(=O)NCc2ccc(OC)cc2)c(C)n1CC | -4%
CC(C)c1ccc(CC(=O)N2CCCc3ncc(C(=O)NCCc4ccccc4)cc32)cc1 | i
NC(=O)CSc1ncc2c(n1)-c1ccccc1N(Cc1cccc(F)c1)S2(=O)=O | i
CCc1ccc(CN2C[C@@H]3C(=O)N(CCCN4CCCC4=O)C(=O)[C@@H]3C2)cc1 | -2%

Continuation:
Structure | Pf Dd2 growth
CC(C)Cn1c(=O)c2sccc2n2c(CCCC(=O)NCc3ccccc3Cl)nnc12 | 12%
Cc1nnc2n1CCC(NC(=O)c1nn(C)c3ccccc13)CC2 (stereo not given) | 22%
COC1C(=O)N(CC2CC2)C12CCN(C(=O)NC1CCCCC1)CC2 (stereo not given) | -19%
O=C1CO[C@H]2CN(C3CCC3)C[C@H]2N1Cc1ccc(OC(F)(F)F)cc1 | 10µM*
O=C(c1cn(C2CCCCC2)nn1)N1CCCC(C(=O)N2CCOCC2)C1 (stereo not given) | -18%
CN1C(=O)N(Cc2cccnc2)C(=O)C12CCN(Cc1cc3ccccc3o1)CC2 | -18%
CC(C)(C)C1CCc2c(sc(NC(=O)C3c4ccccc4Oc4ccccc43)c2C(N)=O)C1 (stereo not given) | 13µM*
Cc1cccc(-c2nc(C3CC(=O)N(c4ccc(Cl)cc4)C3)no2)c1 (stereo not given) | 4%

(cont.)
Structure | Pf Dd2 growth
CN1Cc2c(cc(N3CCOCC3)nc2-c2cnn(C)c2)C1=O | 1%[44.1 µM]
COc1cccc(-c2ncc3c(n2)OCCN(Cc2ccc(F)cc2F)C3=O)c1OC | ?
CCOc1ccc(CNC(=O)c2cc3cc(S(=O)(=O)N4CCCCC4)ccc3n2C)cc1 | i
COC(=O)CNC(=O)N1CCC(OC2CCN(Cc3ccccc3)CC2)CC1 | 146%[activator]
COc1ccc(-c2cn3c(n2)CO[C@@H](CNC(=O)C(C)(C)C)C3)cc1 | i
COc1ccc(CC(=O)Nc2ccc3c(c2)CN(Cc2cccc(OC)c2OC)C(=O)C(C)O3)cc1 (stereo not given) | ?
COc1ccccc1CNC(=O)CN1CCCc2nc(C)ncc2C1=O | 48%[activator]
CC1CN(c2cccc(Cl)c2)C(=O)CN1C(=O)c1ccc2n[nH]nc2c1 (stereo not given) | 9%

The listing continues.
Structure | Pf Dd2 growth
O=c1c2c(nc3cc[nH]n13)CN(S(=O)(=O)c1cccc(C(F)(F)F)c1)CC2 | -21%
O=C(Nc1nc2c(s1)CCC2)C1CC(=O)N(c2n[nH]c3ccccc23)C1 (stereo not given) | -24%
CCN1c2cc(C(=O)Nc3cc(OC)cc(OC)c3)ccc2C(=O)N2CCCCC21 (stereo not given) | ?
CCCN1CCN(CCCNC(=O)c2cc3c(=O)[nH]c4ccccc4c3s2)CC1 | 13µM*
Cc1ccc(CN2CCC3(CC2)CCN(Cc2cccnc2)CC3CO)s1 (stereo not given) | -26%
COc1ccc(Nc2c3c(nc4ccc(NC(=O)c5ccc(F)cc5)cc24)CCCC3)cc1OC | 4µM*
COc1cc(/C=C(\C#N)c2nc3ccccc3[nH]2)ccc1OCc1cccc(C(F)(F)F)c1 | ?
CC[C@@H]1[C@@H](NC(=O)CC2Cc3ccccc3C2)[C@@H]2CCO[C@H]12 | -3%

Continuation.
Structure | Pf Dd2 growth
Cc1ccc(C(=O)NC2CCN(c3cc(-c4ccccc4)[nH]n3)CC2)s1 | i
COc1ccc(N2C(=O)CSC23C(=O)N(CC(=O)NCc2ccccc2)c2ccccc23)cc1 (stereo not given) | ?
N#Cc1cccc(C(=O)N2CCCCCCNC(=O)CC2c2ccccc2)c1 (stereo not given) | -29%
CC(C)N1C(=O)CO[C@H]2CCN(Cc3ccccn3)CC[C@@H]21 | 19%[44.1 µM]
CN1C(=O)c2cccn2CC1CNC(=O)CC1CCCC1 (stereo not given) | 22%
c1ccc(Cn2ccnc2C2CCN(c3ncnc4ccsc34)CC2)nc1 | -2%
Cc1noc(-c2nc(-c3cccc(F)c3)no2)n1 | -21%
CNC(=O)Nc1ccc(C)n(CC(=O)NCc2cccc(Cl)c2)c1=O | -19%

Additional structures:
Structure | Pf Dd2 growth
CC(=O)Nc1cccc(-c2cc3c(ccn3Cc3ccncc3)c(N3CCOCC3)n2)c1 | -21%[44.1 µM]
COc1ccc(CNC(=O)CCS(=O)(=O)c2cc3c4c(c2)CCN4C(=O)CC3)cc1 | 42%[activator]
O=C1NCCCCCCN(Cc2cccnc2)[C@H]2CCC[C@@H]12 | ?
C=CCNC(=O)c1cnn2c1CN(C(=O)OCc1ccccc1)CC2 | ?
CCCCOc1cccc(C(=O)N(Cc2cccs2)c2ccc(OC)cc2)c1 | 0.32µM*
CC1CCN(c2nc(-c3ccc(C(C)(C)C)cc3)nc3ccccc23)CC1 | i
Cc1nc(-c2cccnc2)sc1CCNS(=O)(=O)c1ccc(F)cc1 | 25%
CC(C)(C)CN[C@@H](Cn1cc(F)c(=O)[nH]c1=O)C(=O)O | 25%[44.1 µM]

In another format: entries from further up.
CCCCOc1cccc(C(=O)N(Cc2cccs2)c2ccc(OC)cc2)c1
- Pf Dd2 growth = 0.32µM*
O=C1NCCCCCCN(Cc2cccnc2)[C@H]2CCC[C@@H]12
- Pf Dd2 growth = ?
Cc1nc(-c2cccnc2)sc1CCNS(=O)(=O)c1ccc(F)cc1
- Pf Dd2 growth = 25%
C=CCNC(=O)c1cnn2c1CN(C(=O)OCc1ccccc1)CC2
- Pf Dd2 growth = ?

Continuation.
Structure | Pf Dd2 growth
COC(=O)[C@H]1CCCN1C(=O)[C@@H]1C[C@H](NC(=O)Nc2ccc(F)cc2F)CN1C(=O)CSC | 6%
Cc1ccc(-n2ccnc2-c2cc3n(n2)CCNC3)cc1N1CCCC1=O | 0%
Cc1noc(-c2cccc(OC3CN(C(=O)NCc4ccc(F)cc4)C3)c2)n1 | -11%[5.79 µM]
CCCCN1C(=O)C(CC(=O)NC(C)C)Sc2ncccc21 (stereo not given) | -9%
COc1ccc(NC(=O)N2CCCC(Cc3noc(-c4ccccc4)n3)C2)cc1 (stereo not given) | i
O=C(CCC1CCCC1)NC1CCN(c2cnn(Cc3ccccc3)c(=O)c2)CC1 | ?
C[C@H]1[C@@H]2[C@@H](O)C([C@H](C)C(=O)N3CCC(Cc4ccccc4)CC3)CC[C@@]2(C)CC[C@@H]1NC(=O)c1cnccn1 (stereo not given in full) | -6%
O=C(NC1CCN(C(=O)N2CC3CC(C2)[C@H]2CCCC(=O)N2C3)CC1)C1CC1 (stereo not given in full) | -4%

Next section
Structure | Pf Dd2 growth
Cc1ccc(N2CCN(C(=O)C3CCN(S(=O)(=O)c4ccc5c(c4)oc(=O)n5C)CC3)CC2C)cc1 (stereo not given) | i
COc1ccc(N2CC(c3noc(-c4cc(OC)c(OC)c(OC)c4)n3)CC2=O)cc1OC (stereo not given) | ?
CC1CN(C(=O)N2CCC(C(=O)NCCCc3ccccc3)CC2)c2ccccc2O1 (stereo not given) | ?
Cc1ccc(C(=O)Oc2c(S(=O)(=O)c3ccccc3)c(C)nn2-c2ccccc2)cc1 | 7%
CC1CCN(S(=O)(=O)c2ccc3nc(NCc4ccc(N(C)C)cc4)ccc3c2)CC1 | 11µM*
Cc1c(Cl)cccc1Nc1ncncc1-c1nc(-c2ccccc2)no1 | ?
Cc1ccc(-c2nc(CS(=O)(=O)CC(=O)Nc3cc(C)ccc3C)c(C)o2)cc1 | -7%
Cc1nn(-c2ccccc2[N+](=O)[O-])c(C)c1[C@@H]1C=C[C@@H](NS(=O)(=O)c2ccccc2)C1 | i

More results.
Structure | Pf Dd2 growth
CCn1ccc(C(=O)N2CCC(N3CC(OCC4CC4)C34CCOCC4)CC2)n1 (stereo not given) | -3%
CN1C(=O)[C@H]2CN(Cc3cccc(Br)c3)C[C@H]2C1=O | 4%
CN1CCN(Cc2cn(Cc3ccccc3)nc2-c2ccc3c(c2)OCO3)CC1 | ?
CC(=O)N(C)Cc1cccn1C | -16%[76.6 µM]
